From PubChem
RORg inh: ROR gamma (mouse) transcription inhibition; Drosophila S2 Gal4-RORgamma UAS-luciferase reporter, 20 h; Potency, µM (titrated, usually from 53.6 µM), for the others: at the highest dose activity change, negative = inhibition, usual class: inhibitors; 310,000 compounds, 5.4% hits; AID 2551; further: potency means the concentration at half of the fitted maximal effect; on the % scale 0 is the no-effect control and ±100 the full control effect; nearly all actives have a fitted effect of over 60% in size
Target sequence (P51450 whole entry, looked up, the tested form may be a part): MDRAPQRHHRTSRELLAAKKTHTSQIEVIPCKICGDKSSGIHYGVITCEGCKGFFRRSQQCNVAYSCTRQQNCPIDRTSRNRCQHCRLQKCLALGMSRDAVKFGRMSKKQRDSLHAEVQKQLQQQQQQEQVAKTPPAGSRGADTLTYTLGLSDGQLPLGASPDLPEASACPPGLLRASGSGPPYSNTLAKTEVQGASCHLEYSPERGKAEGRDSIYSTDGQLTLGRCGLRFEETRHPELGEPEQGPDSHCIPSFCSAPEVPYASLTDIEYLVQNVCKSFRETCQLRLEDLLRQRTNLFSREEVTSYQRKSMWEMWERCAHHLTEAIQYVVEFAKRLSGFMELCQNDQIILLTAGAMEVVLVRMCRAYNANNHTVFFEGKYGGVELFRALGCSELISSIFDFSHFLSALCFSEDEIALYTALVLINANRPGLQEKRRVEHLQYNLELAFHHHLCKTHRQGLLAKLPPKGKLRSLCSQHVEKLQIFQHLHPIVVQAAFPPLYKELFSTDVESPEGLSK
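Drosophila S2 cells stably expressing Gal4-DBD/mouse RORγ fusion under metallothionein promoter plus UAS-luciferase; compound 1 h, then 700 uM CuSO4 induction for 20 h at ambient temperature; inhibition read as reduced luminescence.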
Giardia kill: kills Giardia lamblia | Giardia lamblia trophozoite viability | activity change, % at 7.66 µM, hits read low | 340,000 compounds, 0.15% hits; in the data active means activity change below about -80%; inconclusive means between about -30% and that limit;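 further: parasites exposed to compound for two days anaerobically before the ATP read; on the % scale 0 is the no-effect control and ±100 the full control effect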
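Trophozoite viability was measured as ATP-dependent luminescence, read 15-30 min after reagent addition. Before that, parasites at 100 cells/well were exposed to compounds for 48 h, anaerobically, at 37 deg C.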
FLuc modulator: inhibits or activates purified firefly luciferase, miR-21 counter-screen | purified FLuc, Km substrates, luminescence inhibition | Potency, µM (doses to about 57.5 µM), without a hit: at the top dose activity change, negative = inhibition, usual class: inhibitors | 360,000 compounds, 6.9% hits;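 further: potency means the concentration at half of the fitted maximal effect; plate controls were vehicle for no effect and reference inhibitor for full effect; nearly all actives have a fitted effect of over 55% in size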
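Biochemical qHTS of compounds, final roughly 60 µM downward over six points, against 10 nM purified firefly luciferase using Km concentrations of substrates (10 uM D-luciferin, 10 uM ATP) in Tris acetate pH 7.5 buffer; luminescence output.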
ELG1 genotox: inducers of genotoxicity in HEK293T ELG1-luciferase cells. HEK293T ELG1-luciferase reporter, luminescence, 16 h. Potency, µM (titrated, usually from 46 µM), for inactives: at the highest dose activity change, positive = activation, hits mostly activators. 330,000 compounds, 1.3% hits. AID 504466; further: potency means the concentration at half of the fitted maximal effect; % of control where 0% means no effect; nearly all actives have a fitted effect of over 60% in size
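Cells (2,000/well) expressing the ELG1-luciferase fusion are dosed by pin tool and kept 16 hr at 37 °C, 5% CO2. Signal comes from ONE-Glo luciferase reagent after 30 min at room temperature.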
p53 reactivator: mutant p53 re-activation in reporter cells; H1299 p53-A138V BP100-luciferase reporter, luminescence, 24 h; Potency, µM (top dose mostly 92.2 µM), for inactives: at the top dose activity change, positive = activation, usual class: activators; 320,000 compounds, 0.063% hits; further: potency means the concentration at half of the fitted maximal effect; % of control where 0% means no effect; nearly all actives have a fitted effect of over 45% in size
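p53-null H1299 cells stably carrying temperature-sensitive p53-A138V and a BP100-luciferase reporter were pinned with compounds (4-point, 1:5 series) and held 24 hrs at 37 deg C. Luminescence was read 10 min after detection reagent.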
NPC1 prom act: activates the NPC1 promoter. 320,000 compounds, 2.4% hits. Huh7 NPC1 promoter luciferase reporter, 24 h. Potency, µM (titrated, usually from 9.22 µM), for inactives: at the top dose activation, hits mostly activators;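 further: potency means the concentration at half of the fitted maximal effect; % of control where 0% means no effect; nearly all actives have a fitted effect of over 60% in size; reporter is driven by a mutant NPC1 promoter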
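Readout is luciferase luminescence, reflecting NPC1 promoter activation in stably transfected Huh7 cells after 24 h compound exposure at 37 °C in reduced-serum medium with 10% FBS.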
Menin-MLL TR inh: displaces Texas Red mutant MLL peptide from human menin; AID 1768; Menin + Texas Red MLL mutant peptide, fluorescence polarization; 270,000 compounds, 0.23% hits; Potency, µM (top dose mostly 61.6 µM), for the others: at the top dose FP activity change, negative = inhibition, usual class: inhibitors; active means well fitted inhibition curve with a large enough effect in the polarisation, with a control signal flat, not every such curve was filed as active; inconclusive means small, poorly fitted or top-dose-only effect, or effect the other way, or a change in a side signal; inactive means no such curve, though single readings can be large or run the other way; the % refers to the polarisation; further: potency means the concentration at half of the fitted maximal effect; % of control where 0% means no effect; many of its hits are not listed in these tables
PKM2 activator: PKM2 (human) enzyme activation; P14618; purified PKM2, Kinase-Glo ATP luminescence, activation; response scale: 0% is enzyme alone, no compound; Potency, µM (series often up to 57.5 µM), for the others: at the top dose activation, most hits filed as activators; 260,000 compounds, 0.34% hits; AID 1631; further: potency means the concentration at half of the fitted maximal effect; on the % scale 0 is the no-effect control and ±100 the full control effect; nearly all actives have a fitted effect of over 55% in size
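Kinase-Glo luminescence reports ATP generated from ADP (0.1 mM) and PEP (0.5 mM) by purified hPK-M2 after 1 h at room temperature, pH 7.2 imidazole buffer; intermediate enzyme activity allows detecting inhibitors and activators.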
Rab9 prom act: activators of Rab9 promoter; Huh7 Rab9 promoter-luciferase reporter, luminescence, 24 h; Potency, µM (doses to about 9.22 µM), for inactives: top-dose activation, negative = inhibition, most hits filed as activators; 320,000 compounds, 2.8% hits; AID 485297; further: potency means the concentration at half of the fitted maximal effect; % of control where 0% means no effect; nearly all actives have a fitted effect of over 60% in size
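Huh7 cells stably carrying a Rab9 promoter-luciferase reporter, 1500 cells per well in OP-MEM I with 10% FBS, treated with compound 24 hours at 37C. Luciferase activity read by luminescence after 10 minutes with Amplite reagent.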
BRCA1 expr act: BRCA1 expression activation; MCF7-BRCA1-FFLuc reporter, luminescence, 48 h; response scale: scaled: vehicle 0%, 10 µM genistein 100%; Potency, µM (series often up to 46.1 µM), for the others: at the top dose activation, most hits filed as activators; 380,000 compounds, 1.1% hits; AID 624202; further: potency means the concentration at half of the fitted maximal effect; nearly all actives have a fitted effect of over 80% in size; some results filed as inactive show a strong effect at the top dose
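Activators of BRCA1 expression were detected as increased firefly luciferase luminescence in engineered MCF7 cells after 48 h compound incubation. Signals were scaled to genistein 10 microM as full activation.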
VP16 counter: counter-screen for ROR gamma inhibitors: Gal4-VP16 reporter; Drosophila S2 Gal4-VP16 UAS-luciferase, luminescence, 20 h; Potency, µM (titrated, usually from 53.6 µM), for inactives: at the top dose activity, negative = inhibition, hits mostly inhibitors; 310,000 compounds, 3.5% hits;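 further: Gal4-VP16 expression switched on by copper sulfate through the metallothionein promoter; potency means the concentration at half of the fitted maximal effect; on the % scale 0 is the no-effect control and ±100 the full control effect; nearly all actives have a fitted effect of over 50% in size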
Active calls of the source: *; ? = inconclusive; nt = no result given; [ ] = another dose, or the depositor's remark. Unless noted, the call rests on the fitted dose curve; in most records, active means well fitted curve in the direction sought with a large enough effect; inconclusive means small, poorly fitted or top-dose-only effect, or another doubt; inactive means no such curve, though single readings can be large; an effect the other way counts as inactive or inconclusive. The list is partial, so the mix of outcomes need not match the whole.

compound	Menin-MLL TR inh	p53 reactivator	RORg inh	BRCA1 expr act	FLuc modulator	ELG1 genotox	Giardia kill	VP16 counter	PKM2 activator	NPC1 prom act	Rab9 prom act
COc1ccc2c(c1)C(SCC(=O)NCCc1ccc(Cl)cc1)CC(C)(C)O2 (configuration not stated)	-6.5%	-6.1%	?	-37.1%	-1.8%	-6.3%	9.3	0.4%	1.9%	-2.5%	-2.4%
CC1(c2ccccc2Cl)NC(=O)N(CC(=O)NC(=O)NCc2ccco2)C1=O (configuration not stated)	4.9%	3.6%	29.9%	4.8%	-12.0%	0.8%	-10.1	11.9%	18.5%	-0.6%	-1.2%
O=C1CCCN1C(=O)COc1ccc([N+](=O)[O-])cc1	nt	-1.8%	nt	-5.2%	6.1%	12.9%	11.2	nt	nt	0.3%	2.3%
COc1ccc(/C=C2/SC(=O)N(CCNC(=O)C3COc4ccccc4O3)C2=O)cc1 (configuration not stated)	4.2%	?	?	65.5%	-4.1%	1.2%	13.1	17.5%	1.2%	8.2%	23.4%
CCN(CC)CCNC(=O)CCc1nnc2ccc(N3CCC(C)CC3)nn12	0.0%	-1.5%	-7.7%	-12.6%	0.0%	-2.1%	8.1	-4.4%	nt	2.4%	-1.2%
CN(C(=O)Cc1c(C(=O)O)n(C)c2ccccc12)c1ccc(F)cc1	0.1%	-4.0%	0.7%	-13.0%	-5.3%	0.0%	-0.8	-7.4%	5.5%	-5.9%	2.3%
C(=N\Nc1ccccn1)/c1ccc2c(c1)OCCO2	35.0%[activator]	20.2%	12.6µM*	?	1.69µM*	2.06µM*	-16.6	?	-5.6%	1.26µM*	0.562µM*
COC(=O)Cc1ccc(NC(C)=O)cc1	nt	11.6%	nt	-4.7%	-0.3%	4.5%	5.9	nt	nt	7.2%	-3.9%
COc1ccc(C)cc1NC(=O)c1cc2cc3ccc(C)cc3nc2o1	nt	-6.5%	0.2%	nt	1.8%	4.1%	nt	-6.1%	4.8%	2.7%	-44.5%[inhibitor]
O=C(/C=C/C=C/c1ccc2c(c1)OCO2)N1CCCCC1	-19.3%	2.2%	-3.7%	8.91µM*	8.49µM*	11.6µM*	-9.6	?	nt	2.51µM*	2.51µM*
O=C(CSc1nnc(CNC(=O)c2cccs2)o1)Nc1cccc(C(F)(F)F)c1	5.7%	5.8%	12.9%	-23.3%	2.4%	-0.8%	-0.6	-36.4%	-6.5%	-2.6%	2.8%
CCc1nnc(NS(=O)(=O)c2ccc(NC(=O)OC)cc2)s1	5.0%	0.0%	-13.0%[10 µM]	5.3%	4.3%	3.0%	-6.3	-4.3%	28.2µM*	-1.0%	-7.7%
CCCCN(C(=O)c1ccc(-c2ccc(Cl)cc2)o1)c1c(N)n(CCC)c(=O)[nH]c1=O	nt	11.8%	nt	-29.8%	-1.6%	1.0%	19.4	nt	nt	-2.9%	-1.9%
COCCNC(=O)C(=O)NCCN1CCOCC1	19.7%	-5.5%	-3.4%	-6.4%	4.1%	1.9%	-5.5	2.4%	-0.3%	-1.0%	-1.0%
CCn1nc(C(=O)OCc2cccc(S(=O)(=O)N(C)C)c2)c2ccccc2c1=O	nt	-2.3%	?	-14.0%	-1.9%	-4.2%	-3.1	-9.8%	6.6%	-1.2%	-9.1%
O=C1C=C(NCc2ccco2)CCC1	3.6%	8.9%	-3.4%	-2.3%	3.6%	2.0%	0.8	-2.2%	0.4%	-1.5%	9.2%

In the list so far, two have fluorine.
compound	Menin-MLL TR inh	p53 reactivator	RORg inh	BRCA1 expr act	FLuc modulator	ELG1 genotox	Giardia kill	VP16 counter	PKM2 activator	NPC1 prom act	Rab9 prom act
CN(C(=O)Cc1c(C(=O)O)n(C)c2ccccc12)c1ccc(F)cc1	0.1%	-4.0%	0.7%	-13.0%	-5.3%	0.0%	-0.8	-7.4%	5.5%	-5.9%	2.3%
O=C(CSc1nnc(CNC(=O)c2cccs2)o1)Nc1cccc(C(F)(F)F)c1	5.7%	5.8%	12.9%	-23.3%	2.4%	-0.8%	-0.6	-36.4%	-6.5%	-2.6%	2.8%

Taken from above:
Result of COc1ccc(C)cc1NC(=O)c1cc2cc3ccc(C)cc3nc2o1 in VP16 counter: -6.1%
Result of CCn1nc(C(=O)OCc2cccc(S(=O)(=O)N(C)C)c2)c2ccccc2c1=O in VP16 counter: -9.8%

Additional compounds:
compound	Menin-MLL TR inh	p53 reactivator	RORg inh	BRCA1 expr act	FLuc modulator	ELG1 genotox	Giardia kill	VP16 counter	PKM2 activator	NPC1 prom act	Rab9 prom act
CCCc1cc(=O)n2nc(N3CCC(C(=O)NCc4ccc(C)o4)CC3)sc2n1	nt	-2.8%	-1.4%	37.6%	-4.1%	2.8%	-18.0	-12.2%	nt	1.2%	4.0%
O=S(=O)(Nc1cccc(-c2cn3c(n2)SCC3)c1)c1ccccc1	nt	-22.6%	2.5%	-12.6%	1.6%	-0.6%	7.2	-0.4%	16.0%	-1.9%	-3.1%
COc1cc2c(cc1OC)CN(CC(=O)Nc1ccc(F)cc1F)CC2	-8.3%	-7.6%	0.7%	-8.1%	-1.9%	-0.2%	-11.1	1.1%	nt	-6.1%	-2.1%
CC1CCCC(NC(=O)COC(=O)c2cc(S(=O)(=O)N3CCOCC3)ccc2F)C1C (configuration not stated)	nt	-0.3%	nt	3.0%	-0.1%	-3.8%	-7.1	nt	nt	-0.6%	-4.2%
Cc1ccc2c(c1)N(S(=O)(=O)c1ccc(F)cc1)C(C(C)(C)C)CO2 (configuration not stated)	-5.1%	12.6%	29.3%	-0.6%	-1.9%	-4.2%	-11.9	-14.7%	-0.5%	-1.7%	-1.3%
O=C(CCN1C(=O)c2ccccc2C1=O)Nc1ccc2c(c1)OCCO2	4.0%	?	-1.3%	18.1%	-15.8%	4.0%	-7.6	-15.8%	-21.5%	3.0%	-5.2%
COc1ccc(-c2c(-c3ccccc3OC)sc3ccccc23)cc1C=O	nt	20.9%	nt	-9.8%	?	1.6%	?	nt	nt	8.1%	-0.8%
COc1ccc(NC(=O)COC(=O)Cn2nnc3ccccc32)cc1	5.7%	-3.2%	3.5%	1.4%	-10.0%	0.2%	17.6	-2.6%	0.6%	-2.9%	0.4%

Sorted by value in PKM2 activator (lowest first): 4 from the list above.
Molecule	Menin-MLL TR inh	p53 reactivator	RORg inh	BRCA1 expr act	PKM2 activator	NPC1 prom act	Rab9 prom act
O=C(CCN1C(=O)c2ccccc2C1=O)Nc1ccc2c(c1)OCCO2	4.0%	?	-1.3%	18.1%	-21.5%	3.0%	-5.2%
Cc1ccc2c(c1)N(S(=O)(=O)c1ccc(F)cc1)C(C(C)(C)C)CO2 (configuration not stated)	-5.1%	12.6%	29.3%	-0.6%	-0.5%	-1.7%	-1.3%
COc1ccc(NC(=O)COC(=O)Cn2nnc3ccccc32)cc1	5.7%	-3.2%	3.5%	1.4%	0.6%	-2.9%	0.4%
O=S(=O)(Nc1cccc(-c2cn3c(n2)SCC3)c1)c1ccccc1	nt	-22.6%	2.5%	-12.6%	16.0%	-1.9%	-3.1%
